# Mm-Cpn inhibitor – M. maripaludis TRiC chaperonin inhibition; purified Mm-Cpn ATPase, ADP Transcreener TR-FRET; Potency, µM (titrated, usually from 76.9 µM), for inactives: at the highest dose activity, negative = inhibition, usual class: inhibitors; 330,000 tested, 0.031% active; AID 504842; note: potency is the fitted concentration of half-maximal effect; % is set by controls: 0 for no effect and ±100 for the full control effect; nearly all actives have a fitted effect of over 80% in size
#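 Inhibition of chaperonin ATP hydrolysis is measured as reduced ADP production, detected by competitive TR-FRET in which signal falls with ADP. Final enzyme 25 nM and ATP 10 uM, reacted 30 min at 37°C.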
# ATXN viability – reduces viability in counter-screen for ATXN expression inhibitors; S2 cells (HEK-293 line with an ATXN2-luciferase reporter) viability, CellTiter-Fluor protease fluorescence, 24 h; Potency, µM (highest dose often 56.7 µM), usual class: cytotoxic; 400,000 tested, 0.49% active; note: potency is the fitted concentration of half-maximal effect; nearly all actives have a fitted effect of over 40% in size
# HepG2 viability – HepG2 cytotoxicity, counter-screen for TGF-b inhibitors. HepG2 CAGA-GFP viability, ATP luminescence, 18 h. Potency, µM (highest dose often 46.1 µM), inactives show at the top dose activity change, negative = cytotoxicity, actives largely listed as cytotoxic. 410,000 tested, 0.76% active. AID 588856; note: potency is the fitted concentration of half-maximal effect; some results filed as inactive show a strong effect at the top dose
#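 HepG2 CAGA-GFP cells (1000/well, DMEM with 1% FBS) received compound, then TGF-beta at 500 pg/mL final, and were incubated 18 hours at 37 degrees C. Viability was read by CellTiter-Glo luminescence. Media-only wells were set as complete cell-killing and DMSO as no toxicity.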
# A549 viability – A549 cytotoxicity, counter-screen for Nrf2 inhibitors; AID 504648; A549 ARE-Fluc cells, CellTiter-Fluor viability, 18-24 h; 390,000 tested, 0.16% active; Potency, µM (series often up to 46 µM), without a hit: top-dose activity change, negative = cytotoxicity, actives largely listed as inhibitors; note: potency is the fitted concentration of half-maximal effect; % is set by controls: 0 for no effect and ±100 for the full control effect
#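 A549 ARE_Fluc cells in 5% FBS OPTI-MEM were exposed to compounds in concentration-response for 18-24 h at 37 deg C. Viability was read by CellTiter-Fluor fluorescence (Ex 405/Em 525) after 30 min, before the luciferase read.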
# Nrf2 ARE act – Nrf2 pathway activation; AREc32 ARE-luciferase reporter (MCF7-derived line), luminescence, 24 h; 410,000 tested, 0.31% active; Potency, µM (series often up to 46.1 µM), without a hit: at the top dose activation, usual class: activators; note: potency is the fitted concentration of half-maximal effect; % of control where 0% means no effect; nearly all actives have a fitted effect of over 65% in size
#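 Quantitative high-throughput format: AREc32 reporter cells, 1000 per well, received compound by pin transfer and were incubated 24 hr at 37 deg C, 5% CO2, before Steady-Glo luminescence detection.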
# TGFb inhibitor – blocks TGF-b signaling; HepG2 CAGA-GFP TGF-b/SMAD3 reporter, GFP fluorescence, 18 h; TGF-beta stimulated, 500 pg/mL final; Potency, µM (doses to about 46.1 µM), inactives show top-dose activity, negative = inhibition, hits mostly inhibitors; 410,000 tested, 1.2% active; AID 588855; note: potency is the fitted concentration of half-maximal effect; % is set by controls: 0 for no effect and ±100 for the full control effect; nearly all actives have a fitted effect of over 65% in size
#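 GFP signal (ex488/em500-530) from TGF-beta-stimulated HEPG2 CAGA-GFP cells, 500 pg/mL final, 18 h at 37 degrees C in DMEM plus 1% FBS, normalized to unstimulated and DMSO-stimulated controls.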
# Nrf2 block – inhibitors of Nrf2 signaling; 360,000 tested, 2.1% active; A549 ARE-Fluc reporter, luciferase luminescence, 18-24 h; Potency, µM (titrated, usually from 46 µM), for inactives: at the top dose activity change, negative = inhibition, usual class: inhibitors; AID 504444; note: potency is the fitted concentration of half-maximal effect; % is set by controls: 0 for no effect and ±100 for the full control effect; nearly all actives have a fitted effect of over 60% in size
#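 Reporter: ARE-Fluc in A549. Exposure: 18-24 h, 37 °C, 5% CO2, 5% FBS OPTI-MEM. Readouts: fluorescent cytotoxicity (CellTiter-Fluor), then luminescent Nrf2 signal after BugLite.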
# Akt phos inh – blocks phosphorylation of Akt; Neuro2A IGF-stimulated pAkt S473 HTRF, 20 min; active compounds read low; activity change, % for hits at 50 µM; 360,000 tested, 0.32% active; in the data active = activity change below about -80%; inconclusive = mostly about -51% to -80%; note: % is set by controls: 0 for no effect and ±100 for the full control effect
#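 Single-point screen (50 µM final compound) in Neuro2A cells stimulated 20 min with 6 nM IGF at 37 deg C. After lysis, Ser473-phosphorylated Akt read by HTRF (ex 330 nm, em 615/665 nm) as the 665/615 ratio.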
# CCT modulator – cytosolic chaperonin activity modulation | activity change, % (test concentration not listed), hits read low | AID 651819 | 360,000 tested, 0.3% active | purified chaperonin ATPase assay, HTRF ADP detection, 30 min; in the data active = activity change below about -30%; note: % is set by controls: 0 for no effect and ±100 for the full control effect
#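 Enzyme 40 or 20 nM (batch-dependent) in Tris pH 7.4/KCl/MgCl2/DTT; cpd 76 uM single point; ATP 10 uM; 30 min 37 °C; Transcreener ADP HTRF detection, 30 min RT; ratio 665/615.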
# An asterisk follows results filed as active; i = inactive; ? = inconclusive; · = no result given; [ ] = dose if it differs, or a comment. Unless noted, calls come from the whole dose curve; as a rule, active = well fitted curve in the direction sought with a large enough effect; inconclusive = small, poorly fitted or top-dose-only effect, or another doubt; inactive = no such curve, though single readings can be large; an effect the other way counts as inactive or inconclusive.
SMILES,Mm-Cpn inhibitor,ATXN viability,HepG2 viability,A549 viability,Nrf2 ARE act,TGFb inhibitor,Nrf2 block,Akt phos inh,CCT modulator
O=C(COc1ccc(Cl)cc1Cl)Nn1c(=S)[nH]c2ncccc2c1=O,4%,i,5%,-7%,0.3%,-5%,5%,i,1.3
COc1cc(/C=C2\SC(=Nc3ccc(O)cc3)NC2=O)cc(OC)c1OC,1%,i,-2%,-4%,-0.6%,-14%,-6%,i,-1.7
Clc1ccc(-c2nc3ccccn3c2CN2CCOCC2)cc1,-3%,i,-20%,·,4.2%,-1%,9%,i,0.1
O=C(Nc1ccccc1Cl)c1cc(C2CCCCN2C(=O)C2CCCCC2)on1 (centres undefined),·,i,-4%,·,3.5%,2%,·,i,-6.6
O=C(NCCCCCCNC(=O)c1ccccc1O)c1ccccc1O,-8%,i,-35%,-6%,2.9%,8.9µM*,-1%,i,2.6
CC(=O)c1cccc(-c2ccnc3c2CC(C(=O)Nc2cccc(N(C)C)c2)O3)c1 (centres undefined),·,?,-26%,·,4.8%,41%[activator],·,i,-0.3
CSC(=NNC(=O)c1ccc(O)cc1)SC,1%,i,0%,-17%,0.2%,3%,1%,i,-0.5
NC(=O)C1(N2CCCCC2)CCN(C(=O)Nc2ccc(Cl)c(Cl)c2)CC1,·,·,-2%,4%,0.8%,·,8%,·,·
Cn1cccc1/C=N/N1CCN(c2ccccc2)CC1,-4%,i,-1%,1%,2.6%,-3%,?,i,-3.0
CC1Sc2ccc(C(=O)N3CCCC(C(F)(F)F)C3)cc2NC1=O (centres undefined),-1%,i,2%,-6%,2.7%,1%,?,i,1.0
COc1ccc(N2CCN(C(=N)/C(C(C)=O)=C(\C)O)CC2)cc1,4%,i,3%,-2%,-0.5%,3%,-22%,i,-1.2
CSc1ccc(-c2nc(CN(C)C3CCOC3)c(C)o2)cc1 (centres undefined),-1%,i,-9%,0%,3.1%,-2%,3%,i,-1.4
CC(NC(=O)CCn1c(=O)c2cccn2c2ccc(F)cc21)c1ccccc1 (centres undefined),·,·,-6%,6%,0.8%,0%,?,·,·
Cc1cccnc1NC(=S)Nc1ccc(Br)cc1Cl,-1%,?,-23%,4%,0.4%,-20%,?,i,-2.2
CC(C)NC(=O)C1(c2ccccc2)CCOCC1,2%,i,1%,-14%,-0.7%,-10%,-13%,i,1.5
CC1=C(C(=O)N(C(C)C)C(C)C)CC(CC(=O)NC2CC2)C(=O)N1CCC1=CCCCC1 (centres undefined),·,i,-49%,·,0.7%,-4%,·,i,0.9
C[C@H]1[C@H]2c3nc4ccccc4n3C[C@H]1ON2C1CCCCC1,0%,i,12%,0%,-0.6%,8%,2%,i,-4.3
CCN1C(=O)C(C)S/C1=N\S(=O)(=O)c1ccc(Cl)s1 (centres undefined),1%,i,-7%,-5%,0.2%,-3%,?,i,-4.5
Cc1cc(C)cc(NC(=O)N2CCC(CN3CCOCC3)CC2)c1,·,·,-1%,-6%,0.4%,6%,-12%,·,·
C/C(CCc1ccccc1)=N\NC(=S)NCCc1ccccc1,0%,i,-4%,6%,8.2%,-20%,4%,i,-1.6
CCc1cc(C(=O)NC2CCCc3c2cnn3-c2cccc(C)c2C)n(C)n1 (centres undefined),-1%,i,-20%,?,1.3%,-17%,0.18µM*,i,1.1
CCOc1nc(NCCC2=CCCCC2)nc(N2CCOCC2)n1,4%,i,-4%,16%,3.8%,2%,1%,i,-1.2
CCCCN1C(=O)C(=O)N(CC(=O)c2ccc3c(c2)CCCC3)C1=O,1%,i,-5%,3%,-0.3%,-5%,4%,i,-1.1
O=C(O)C1C2C=CC(C2)C1C(=O)OCC1CCCO1 (centres undefined),0%,i,-1%,-10%,-0.7%,8%,1%,i,-7.0
CC(C)C(=O)N1CCCC1(C)C(=O)NCc1ccccn1 (centres undefined),·,i,1%,·,0.3%,-6%,·,i,0.2
# Going on with the list.
SMILES,Mm-Cpn inhibitor,ATXN viability,HepG2 viability,A549 viability,Nrf2 ARE act,TGFb inhibitor,Nrf2 block,Akt phos inh,CCT modulator
N/C(=N\OS(=O)(=O)c1cccc([N+](=O)[O-])c1)c1ccncc1,1%,i,0%,-9%,-1.4%,-4%,-7%,i,1.6
Cc1cc(C)n(C(=O)Cn2nc(C)c(Br)c2C)n1,-3%,i,6%,-1%,-0.6%,11%,-3%,i,-1.5
Oc1cccc(C(O)CNCc2ccc(OCc3ccc(Cl)cc3Cl)cc2)c1 (centres undefined),-1%,i,-167%,1%,7.2%,?,22%,i,2.5
O=C(O)c1cccnc1SCc1ccc([N+](=O)[O-])cc1,1%,i,-23%,-1%,-0.8%,1%,-2%,i,0.8
CN(C(=O)COC(=O)CSc1cc(Cl)ccc1Cl)c1c(N)n(Cc2ccccc2)c(=O)[nH]c1=O,3%,?,5%,1%,-0.3%,5%,11%,i,0.2
COc1ccc(OC)c(C2C3=C(N=C4SCC(=O)N42)c2ccccc2CC3)c1 (centres undefined),-6%,i,-28%,6%,0.2%,-5%,-10%,i,1.2
Cc1cncc(NCc2cccc(Cl)c2)n1,·,i,-12%,·,5.3%,-12%,·,i,0.3
Cc1ccccc1CSc1ccc(-c2ccc3c(c2)OCO3)nn1,-6%,i,-9%,3%,0.4%,-13%,28%,i,1.8
Nc1nc(-c2ccccc2)cn1/N=C/c1ccccc1,2%,i,-1%,-8%,0.2%,2%,?,i,-1.4
Cc1ccccc1-c1noc(CSc2nnc(-c3ccncc3)n2-c2ccc(F)cc2)n1,·,?,-8%,-1%,1.5%,-25%,·,·,·
C/C(=N\NC(=O)c1ccc2ccccc2c1)c1cccs1,2%,i,-15%,0%,-0.2%,0%,?,i,-0.4
O=C(Nc1cc2c(cc1Cl)-c1ccc([N+](=O)[O-])cc1C2=NO)C(F)(F)F,·,i,-93%,-6%,8.3%,?,4%,i,-5.5
CC1=C(C(N)=O)C(c2ccc(Cl)cc2)NC(=O)N1 (centres undefined),-2%,i,8%,-7%,-0.8%,12%,1%,i,-0.8
O=C(Oc1ccc(-c2cn3c(n2)SCC3)cc1)c1ccccc1,0%,i,3%,-6%,0.3%,7%,?,i,0.0
NCCCC[C@H]1CNC(=O)C(=O)N1CCC12CC3CC(CC(C3)C1)C2,0%,i,0%,1%,0.3%,-13%,3%,i,-0.7
COc1ccc(C(=O)CSc2nc3ccccc3n2CC(=O)NC(C)(C)C)cc1,-2%,i,-14%,-3%,0.4%,?,-5%,i,-0.2
O=C(CCNS(=O)(=O)c1ccc2nsnc2c1)N1CCN(c2ccncc2)CC1,-6%,i,-13%,?,-2.1%,8%,19%,i,1.7
CCn1cc(CNC(=O)C2CCC(=O)N(Cc3ccc(Cl)cc3)C2)cn1 (centres undefined),1%,i,5%,7%,-1.2%,10%,3%,i,-4.0
Cc1cccc(Cn2c(=O)n3nc(-c4ccccc4)nc3c3ccccc32)c1,·,i,3%,-6%,-0.5%,?,15µM*,·,·
CNC(=S)NNC(=O)c1ccc(=O)n(Cc2ccc(Cl)cc2Cl)c1,-7%,i,-11%,-5%,3.1%,-1%,?,i,-0.8
Cn1cc(Cl)c(C(=O)NNC(=S)NC2CCCCC2)n1,1%,i,5%,-4%,0.3%,6%,8%,i,0.3
COCCCNC(=O)c1ccc(Cn2c(=O)[nH]c3ccccc3c2=O)cc1,2%,i,-1%,6%,-0.6%,2%,17%,i,-1.8
CN(C)CCNc1nc2c(c(=O)[nH]c(=O)n2C)n1CC(O)COc1ccc(Cl)cc1Cl (centres undefined),1%,i,24%,-6%,0.0%,-27%,-9%,i,0.9
Cc1cc(OCC(=O)Nc2nnc(C3CC3)s2)ccc1C(C)C,-5%,i,0%,-2%,-2.7%,-1%,-12%,i,0.0
c1coc(CNc2nc(N3CCCCC3)nc3ccccc23)c1,2%,?,-45%,?,4.9%,10µM*,?,i,-3.7
CC1=C(C(=O)N(C)C)CC(CC(=O)NCc2cccc3ccccc23)C(=O)N1CCC1=CCCCC1 (centres undefined),·,?,-46%,·,-0.1%,?,·,i,-0.9

# Given with tabs: 8 of the compounds above
structure	Mm-Cpn inhibitor	ATXN viability	HepG2 viability	A549 viability	Nrf2 ARE act	TGFb inhibitor	Nrf2 block	Akt phos inh	CCT modulator
Cc1cccc(Cn2c(=O)n3nc(-c4ccccc4)nc3c3ccccc32)c1	·	i	3%	-6%	-0.5%	?	15µM*	·	·
CNC(=S)NNC(=O)c1ccc(=O)n(Cc2ccc(Cl)cc2Cl)c1	-7%	i	-11%	-5%	3.1%	-1%	?	i	-0.8
Cn1cc(Cl)c(C(=O)NNC(=S)NC2CCCCC2)n1	1%	i	5%	-4%	0.3%	6%	8%	i	0.3
COCCCNC(=O)c1ccc(Cn2c(=O)[nH]c3ccccc3c2=O)cc1	2%	i	-1%	6%	-0.6%	2%	17%	i	-1.8
CN(C)CCNc1nc2c(c(=O)[nH]c(=O)n2C)n1CC(O)COc1ccc(Cl)cc1Cl (centres undefined)	1%	i	24%	-6%	0.0%	-27%	-9%	i	0.9
Cc1cc(OCC(=O)Nc2nnc(C3CC3)s2)ccc1C(C)C	-5%	i	0%	-2%	-2.7%	-1%	-12%	i	0.0
c1coc(CNc2nc(N3CCCCC3)nc3ccccc23)c1	2%	?	-45%	?	4.9%	10µM*	?	i	-3.7
CC1=C(C(=O)N(C)C)CC(CC(=O)NCc2cccc3ccccc23)C(=O)N1CCC1=CCCCC1 (centres undefined)	·	?	-46%	·	-0.1%	?	·	i	-0.9
